Screening results (PubChem)
Abeta rescue: A-beta toxicity reversal in yeast. yeast expressing A-beta42, growth rescue, OD600, 48 h; response scale: 0% DMSO, 100% iron-clioquinol control. Potency, µM (titrated, usually from 46.1 µM), for inactives: at the highest dose growth rescue, usual class: activators. 410,000 compounds, 0.063% hits. AID 1347071; also: potency is read from the fitted curve at half-maximal effect; nearly all actives have a fitted effect of over 55% in size
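Yeast A-beta toxicity model in growth medium with pinned compounds, 48 h at 30 C; growth read as absorbance at 600 nm. Normalized to FeCl3/clioquinol equimolar mix (positive) and DMSO (negative).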
HEK293 tox: cytotoxicity counter-screen for GLP-1 receptor inverse agonists; HEK293 cAMP-luciferase reporter cells, luminescence, 24 h; Potency, µM (highest dose often 38.3 µM), without a hit: at the highest dose activity change, negative = inhibition, actives largely listed as inhibitors; 410,000 compounds, 0.13% hits; AID 624418;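 also: loss of luciferase light is scored as toxicity; potency is read from the fitted curve at half-maximal effect; % is scaled to controls: 0 for no effect and ±100 for the full control effect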
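Seeding density was 200 cells/uL; after overnight-length (12 h) culture, 23 nL compounds went on for 24 h at 37 °C. Readout used a luciferase detection reagent, luminescence taken after 12 min at room temperature.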
PTHR1 ag: activates the human parathyroid hormone receptor PTHR1 | HEK293 GP2 PTHR1 cells, GloSensor cAMP luminescence, 1 h | Potency, µM (doses to about 115 µM), for inactives: top-dose activation, usual class: activators | 410,000 compounds, 0.075% hits | AID 743266; also: potency is read from the fitted curve at half-maximal effect; nearly all actives have a fitted effect of over 55% in size; some results filed as inactive show a strong effect at the top dose; inactives centre near -15; many of its hits are not listed in these tables
Target sequence (Q03431 whole entry, looked up): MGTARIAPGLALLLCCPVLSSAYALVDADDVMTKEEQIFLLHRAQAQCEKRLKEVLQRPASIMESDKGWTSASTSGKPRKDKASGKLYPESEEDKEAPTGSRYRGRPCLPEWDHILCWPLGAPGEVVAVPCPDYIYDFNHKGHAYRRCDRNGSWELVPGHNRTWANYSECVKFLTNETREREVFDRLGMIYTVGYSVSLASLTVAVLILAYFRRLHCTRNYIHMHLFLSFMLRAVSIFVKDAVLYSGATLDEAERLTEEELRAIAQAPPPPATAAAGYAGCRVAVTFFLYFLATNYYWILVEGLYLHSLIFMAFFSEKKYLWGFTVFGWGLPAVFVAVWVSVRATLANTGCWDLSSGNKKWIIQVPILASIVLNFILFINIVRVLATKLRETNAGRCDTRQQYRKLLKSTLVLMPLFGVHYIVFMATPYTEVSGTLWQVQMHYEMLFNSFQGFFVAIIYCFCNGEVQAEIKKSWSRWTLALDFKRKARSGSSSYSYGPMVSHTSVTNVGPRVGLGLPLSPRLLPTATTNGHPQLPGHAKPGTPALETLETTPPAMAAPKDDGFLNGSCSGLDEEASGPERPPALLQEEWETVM
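HEK-293-derived GP2 cells expressing PTHR1 and a GloSensor cAMP reporter, 3,000/well, plated overnight, given luciferin plus IBMX (each 0.5 mM as added) for 1 h at 37 °C, then compound for 1 h at 37 °C. Luminescence was read after 15 min at room temperature.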
TDP-43 yeast inh: rescues yeast growth from TDP-43 toxicity; AID 652104; 410,000 compounds, 1.8% hits; Potency, µM (series often up to 46.1 µM), for inactives: top-dose growth rescue (activation), hits mostly activators; TDP-43 expressing yeast growth rescue, BacTiter-Glo, 24 h; also: potency is read from the fitted curve at half-maximal effect; % of control where 0% means no effect; nearly all actives have a fitted effect of over 50% in size
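Yeast cells expressing TDP-43 under galactose induction are exposed to compounds for 24 hr at 30 deg C. BacTiter-Glo luminescence measures growth, so protective compounds score as activators.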
Mm-Cpn inhibitor: inhibitors of Methanococcus maripaludis chaperonin (MmCpn) | purified Mm-Cpn ATPase, ADP Transcreener TR-FRET | Potency, µM (doses to about 76.9 µM), for the others: at the top dose activity, negative = inhibition, actives largely listed as inhibitors | 330,000 compounds, 0.031% hits | AID 504842; also: potency is read from the fitted curve at half-maximal effect; % is scaled to controls: 0 for no effect and ±100 for the full control effect; nearly all actives have a fitted effect of over 80% in size
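Inhibition of chaperonin ATP hydrolysis is measured as reduced ADP production, detected by competitive TR-FRET in which signal falls with ADP. Final enzyme 25 nM and ATP 10 uM, reacted 30 min at 37°C.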
pAkt inh: blocks phosphorylation of Akt | Neuro2A IGF-stimulated pAkt S473 HTRF, 20 min; stronger effect = lower value | activity change, % for hits at 50 µM | 360,000 compounds, 0.32% hits | AID 651550; in the data active = activity change below about -80%; inconclusive = mostly about -51% to -80%; also: % is scaled to controls: 0 for no effect and ±100 for the full control effect
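Neuro2A cells in DMEM with 0.5% FBS, overnight at 37 deg C, given compound at single 50 µM final, then IGF (6 nM final) for 20 min at 37 deg C. Lysed; phospho-Akt Ser473 by HTRF after 24 h, 665/615 ratio.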
GLP1R inv ag: GLP-1 receptor (human) inverse agonism; P43220; Potency, µM (titrated, usually from 38.3 µM), without a hit: top-dose activity change, negative = inhibition, most hits filed as inhibitors; HEK293 GLP-1R CRE-luciferase, luminescence, 24 h; GLP-1R form is constitutively active; 410,000 compounds, 1.6% hits; AID 624417; also: potency is read from the fitted curve at half-maximal effect; % is scaled to controls: 0 for no effect and ±100 for the full control effect; nearly all actives have a fitted effect of over 55% in size
Target sequence (P43220 whole entry, looked up): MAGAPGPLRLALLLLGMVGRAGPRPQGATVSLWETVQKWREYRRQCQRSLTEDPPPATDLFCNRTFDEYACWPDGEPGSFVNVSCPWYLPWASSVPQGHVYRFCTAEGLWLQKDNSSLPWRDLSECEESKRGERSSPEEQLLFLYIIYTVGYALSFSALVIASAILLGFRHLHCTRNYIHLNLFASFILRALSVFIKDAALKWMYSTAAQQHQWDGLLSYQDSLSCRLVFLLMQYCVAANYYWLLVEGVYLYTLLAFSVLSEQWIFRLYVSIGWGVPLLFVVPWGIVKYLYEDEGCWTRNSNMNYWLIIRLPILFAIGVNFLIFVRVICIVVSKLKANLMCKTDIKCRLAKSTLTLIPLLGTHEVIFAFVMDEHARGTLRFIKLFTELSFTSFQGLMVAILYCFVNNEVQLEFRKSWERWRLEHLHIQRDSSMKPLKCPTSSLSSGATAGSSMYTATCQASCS
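Readout was luciferase luminescence, measured 12 min after detection reagent at room temperature. Beforehand, GLP-1R reporter HEK293 cells had sat 12 h, then received compounds for 24 hr at 37 deg C.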
FUS yeast rescue: suppressors of FUS proteinopathy in yeast; Potency, µM (titrated, usually from 76.6 µM), for the others: top-dose growth rescue (activation), usual class: activators; S. cerevisiae FUS-expressing, growth rescue, OD600, 24 h; 390,000 compounds, 0.24% hits;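 also: potency is read from the fitted curve at half-maximal effect; plate controls were DMSO vehicle for no effect and reference control for full effect; nearly all actives have a fitted effect of over 55% in size; some results filed as inactive show a strong effect at the top dose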
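Galactose (2%) drives FUS expression in yeast precultured in raffinose; seeding density OD 0.005. Test compounds incubated 24hr at 30C and 99% humidity before absorbance at 600 nm was measured.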
aSyn rescue: rescues yeast growth from alpha-synuclein toxicity | 370,000 compounds, 0.14% hits | Potency, µM (top dose mostly 46.1 µM), for the others: top-dose growth rescue (activation), usual class: activators | Yeast expressing alpha-synuclein, growth rescue, BacTiter-Glo, 24 h; also: potency is read from the fitted curve at half-maximal effect; % of control where 0% means no effect; nearly all actives have a fitted effect of over 65% in size
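Readout is rescue of growth in alpha-synuclein-expressing yeast, so inhibitors of toxicity appear as activators. Growth after 24 hr at 30 deg C in galactose medium is quantified by luminescence.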
Starred values were filed as active, the others as inactive; [ ] = remark or other dose. Unless noted, calls follow the shape of the dose curve; as a rule, active = well fitted curve in the direction sought with a large enough effect; inconclusive = small, poorly fitted or top-dose-only effect, or another doubt; inactive = no such curve, though single readings can be large; an effect the other way counts as inactive or inconclusive. The list is partial; the hit share may differ from the screen's.

Results for O=S1(=O)CC(O)C(N=Nc2c(O)n(Cc3ccccc3)c3ccccc23)C1 (stereo not given) ?
Abeta rescue: -14%; HEK293 tox: 0%; PTHR1 ag: 7%; TDP-43 yeast inh: inconclusive; Mm-Cpn inhibitor: 0%; pAkt inh: inactive; GLP1R inv ag: inconclusive; FUS yeast rescue: 17%; aSyn rescue: 2%

Results for O=C(CN(C(=O)CCC(=O)Nc1nccs1)c1cccc(F)c1)NCc1ccccc1 ?
Abeta rescue: 0%; HEK293 tox: 1%; PTHR1 ag: inactive; TDP-43 yeast inh: 10%; Mm-Cpn inhibitor: 3%; pAkt inh: inactive; GLP1R inv ag: 8%; FUS yeast rescue: 23%; aSyn rescue: 0%

Results for O=C(CCn1nnc2ccccc21)N1CCC(O)(c2cccc(F)c2)CC1 ?
Abeta rescue: 12%; HEK293 tox: -2%; PTHR1 ag: inactive; TDP-43 yeast inh: 12%; Mm-Cpn inhibitor: 0%; pAkt inh: inactive; GLP1R inv ag: 1%; FUS yeast rescue: 12%; aSyn rescue: -7%

How did O=S(=O)(Oc1ccccc1-c1ccccc1)c1ccccc1 do in these assays?
Abeta rescue: inconclusive; HEK293 tox: 6%; PTHR1 ag: 25%; TDP-43 yeast inh: -3%; pAkt inh: inactive; GLP1R inv ag: inconclusive; FUS yeast rescue: 15%; aSyn rescue: -5%

Results for CCOC(=O)/C(C#N)=C1\CCCN1CC(N)=S ?
Abeta rescue: -6%; HEK293 tox: 11%; PTHR1 ag: inactive; TDP-43 yeast inh: -14%; Mm-Cpn inhibitor: 0%; pAkt inh: inactive; GLP1R inv ag: 6%; FUS yeast rescue: 3%; aSyn rescue: -4%

Results for COc1cccc(-c2cnc3c(NC=O)cc(-c4cccc(NC(C)=O)c4)cn23)c1 ?
Abeta rescue: 2%; HEK293 tox: -20%; PTHR1 ag: inactive; TDP-43 yeast inh: 0%; pAkt inh: inactive; GLP1R inv ag: inconclusive; FUS yeast rescue: 35%; aSyn rescue: 11%

Results for Cc1nnc(Cl)c2nn(-c3ccccc3F)c(C)c12 ?
Abeta rescue: -4%; HEK293 tox: 4%; PTHR1 ag: inactive; TDP-43 yeast inh: 8%; Mm-Cpn inhibitor: -2%; pAkt inh: inactive; GLP1R inv ag: 24%; FUS yeast rescue: 11%; aSyn rescue: 5%

What do the screens show for `CCN1CCN(CC(=O)Nc2ccc(OC(F)(F)F)cc2)CC1`?
Abeta rescue: -16%; HEK293 tox: -7%; PTHR1 ag: inactive; TDP-43 yeast inh: 27%; Mm-Cpn inhibitor: 1%; pAkt inh: inactive; GLP1R inv ag: inconclusive; FUS yeast rescue: 13%; aSyn rescue: 0%

How did CN(C1=C(N2CCCCC2)C(=O)c2ccccc2C1=O)c1ccccc1 do in these assays?
Abeta rescue: -28%; HEK293 tox: inconclusive; PTHR1 ag: -9%[57.5 µM]; TDP-43 yeast inh: 4%; Mm-Cpn inhibitor: -4%; pAkt inh: inactive; GLP1R inv ag: inconclusive; FUS yeast rescue: 5%; aSyn rescue: 20%

Results for CC1=[N+]([O-])C(C)(C)C(c2ccc(Br)cc2)=[N+]1[O-] ?
Abeta rescue: 1%; HEK293 tox: 0%; PTHR1 ag: inactive; TDP-43 yeast inh: 29%; Mm-Cpn inhibitor: 0%; pAkt inh: inactive; GLP1R inv ag: -14%; aSyn rescue: 1%

How did COc1ccc(NC(=O)CS(=O)CC(=O)N2CCN(C3CCCC3)CC2)cc1 (stereo not given) do in these assays?
Abeta rescue: -18%; HEK293 tox: 1%; PTHR1 ag: 9%; TDP-43 yeast inh: -27%; Mm-Cpn inhibitor: 4%; pAkt inh: inactive; GLP1R inv ag: 0%; FUS yeast rescue: 20%; aSyn rescue: -4%

How did Cc1cc[n+](-c2[nH]c(=O)sc2/C=N/NC(=O)c2ccccc2[O-])cc1C do in these assays?
Abeta rescue: 17%; HEK293 tox: -23%; PTHR1 ag: -23%; TDP-43 yeast inh: 24%; Mm-Cpn inhibitor: 0%; pAkt inh: inactive; GLP1R inv ag: 7%; aSyn rescue: -2%

Results for O=C(CSCc1ccc([N+](=O)[O-])cc1)NCCSCc1ccccc1 ?
Abeta rescue: 6%; HEK293 tox: -13%; PTHR1 ag: inactive; TDP-43 yeast inh: 20µM*; Mm-Cpn inhibitor: 0%; pAkt inh: inactive; GLP1R inv ag: inconclusive; FUS yeast rescue: 19%; aSyn rescue: 8%

What do the screens show for `CC1(C)NC(=O)N(CC(O)CN(c2ccccc2)S(=O)(=O)c2ccc([N+](=O)[O-])cc2)C1=O` (stereo not given)?
Abeta rescue: 13%; HEK293 tox: 1%; PTHR1 ag: -17%; TDP-43 yeast inh: 17%; Mm-Cpn inhibitor: 1%; pAkt inh: inactive; GLP1R inv ag: 21%; FUS yeast rescue: 19%; aSyn rescue: 13%

What do the screens show for `NS(=O)(=O)c1ccc(CNC(=O)c2cccc(Oc3ccccc3)c2)cc1`?
Abeta rescue: -23%; HEK293 tox: -18%; PTHR1 ag: inactive; TDP-43 yeast inh: -23%; Mm-Cpn inhibitor: -12%; pAkt inh: inactive; GLP1R inv ag: inconclusive; FUS yeast rescue: -1%; aSyn rescue: 0%

Results for CC(C)N(C(=O)Cn1c(Cl)nc2ccccc21)C(C)C ?
Abeta rescue: 2%; HEK293 tox: -6%; PTHR1 ag: inactive; TDP-43 yeast inh: 2%; Mm-Cpn inhibitor: 0%; pAkt inh: inactive; GLP1R inv ag: 0%; FUS yeast rescue: -8%; aSyn rescue: -5%

How did c1coc(Cn2nnnc2CN2CCN(C3CCCCC3)CC2)c1 do in these assays?
Abeta rescue: 26%; HEK293 tox: -15%; PTHR1 ag: -16%[57.5 µM]; TDP-43 yeast inh: 6%; Mm-Cpn inhibitor: -3%; pAkt inh: inactive; GLP1R inv ag: -9%; FUS yeast rescue: 7%; aSyn rescue: 0%

How did O=C(C1CCC(Cn2c(=S)[nH]c3ccccc3c2=O)CC1)N1CCOCC1 (stereo not given) do in these assays?
Abeta rescue: -7%; HEK293 tox: -6%; PTHR1 ag: inactive; TDP-43 yeast inh: 5%; Mm-Cpn inhibitor: -3%; pAkt inh: inactive; GLP1R inv ag: 9%; FUS yeast rescue: 21%; aSyn rescue: 8%

How did COC(=O)CCNC(=O)c1ccc2nc(Cc3ccc(OC)cc3)oc2c1 do in these assays?
Abeta rescue: -4%; HEK293 tox: 10%; PTHR1 ag: -8%; TDP-43 yeast inh: -22%; pAkt inh: inactive; GLP1R inv ag: 1%; FUS yeast rescue: 9%; aSyn rescue: -2%

Results for O=C(Cn1c(=O)oc2cc(S(=O)(=O)N3CCCC3)ccc21)Nc1ccc(F)cc1F ?
Abeta rescue: -8%; HEK293 tox: 1%; PTHR1 ag: inactive; TDP-43 yeast inh: 14%; GLP1R inv ag: -12%; FUS yeast rescue: -1%

How did CCNC(=O)C1(C)CCN(C(=O)c2cccc3ccccc23)C1 (stereo not given) do in these assays?
Abeta rescue: 7%; HEK293 tox: -5%; PTHR1 ag: 12%; TDP-43 yeast inh: -1%; pAkt inh: inactive; GLP1R inv ag: 19%; FUS yeast rescue: -25%; aSyn rescue: 1%

Results for Cc1ccc(P(=O)(CC(=O)O)c2ccc(C)cc2)cc1 ?
Abeta rescue: 10%; HEK293 tox: -10%; PTHR1 ag: -10%[57.5 µM]; TDP-43 yeast inh: 4%; Mm-Cpn inhibitor: -2%; pAkt inh: inactive; GLP1R inv ag: 0%; FUS yeast rescue: 11%; aSyn rescue: 0%

Results for Cn1nc(C(F)(F)F)c2cc(C(=O)NC3CC3)sc21 ?
Abeta rescue: -13%; HEK293 tox: -2%; PTHR1 ag: -4%[57.5 µM]; TDP-43 yeast inh: -3%; Mm-Cpn inhibitor: 2%; pAkt inh: inactive; GLP1R inv ag: 33%[activator]; FUS yeast rescue: -21%; aSyn rescue: 1%

Results for COc1ccc(/C(O)=C/C(=O)C(=O)Nc2c(C)n(C)n(-c3ccccc3)c2=O)cc1 ?
Abeta rescue: -11%; HEK293 tox: -1%; PTHR1 ag: inactive; TDP-43 yeast inh: 0%; Mm-Cpn inhibitor: 0%; pAkt inh: inactive; GLP1R inv ag: 0%; FUS yeast rescue: 28µM*; aSyn rescue: 0%

Results for COc1ccc(-c2nc3ncccc3n2O)cc1 ?
Abeta rescue: -12%; HEK293 tox: 14%; PTHR1 ag: -23%; TDP-43 yeast inh: -6%; Mm-Cpn inhibitor: -4%; pAkt inh: inactive; GLP1R inv ag: -6%; FUS yeast rescue: 23%; aSyn rescue: -6%

Results for CCN(CCn1cccn1)C(=O)c1cc(COc2c(F)cccc2F)on1 ?
Abeta rescue: -9%; HEK293 tox: 3%; PTHR1 ag: -5%; TDP-43 yeast inh: 5%; Mm-Cpn inhibitor: -2%; pAkt inh: inactive; GLP1R inv ag: -5%; FUS yeast rescue: 6%; aSyn rescue: -1%

What do the screens show for `CCOC(=O)c1nnn(-c2nonc2N)c1CSc1ccc(C)cc1`?
Abeta rescue: 14%; HEK293 tox: -8%; PTHR1 ag: -7%; TDP-43 yeast inh: 22µM*; Mm-Cpn inhibitor: 1%; pAkt inh: inactive; GLP1R inv ag: inconclusive; FUS yeast rescue: 12%; aSyn rescue: 15%

What do the screens show for `O=C(c1c[nH]c2ccccc2c1=O)N1CCCCCC1`?
Abeta rescue: 5%; HEK293 tox: 7%; PTHR1 ag: -23%; TDP-43 yeast inh: 7%; Mm-Cpn inhibitor: -2%; pAkt inh: inactive; GLP1R inv ag: 26%; FUS yeast rescue: 7%; aSyn rescue: 1%
